Screening data (PubChem BioAssay)
CCT modulator: High-Throughput Screening for Modulators of Cytosolic Chaperonin Activity; activity change, % (concentration not given with the values), hits read low; hit rate 0.3% among 360,000; purified chaperonin ATPase assay, HTRF ADP detection, 30 min; in the data active = activity change below about -30%; also: % is scaled to controls: 0 for no effect and ±100 for the full control effect
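TRiC (40 or 20 nM final, by batch activity) in 30 mM Tris pH 7.4, 100 mM KCl, 5 mM MgCl2, 1 mM DTT was treated with compound at 76 uM single dose, then 10 uM ATP, 30 min at 37 °C. ADP was read by HTRF Transcreener.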
EPAC1 antag: qHTS for Antagonist of cAMP-regulated guanine nucleotide exchange factor 3 (EPAC1): primary screen; Potency, µM (titrated, usually from 115 µM), for inactives: top-dose activity change, negative = inhibition, hits mostly inhibitors; Rap guanine nucleotide exchange factor 3 (Homo sapiens), O95398; EPAC1 GEF assay, Rap1b-BODIPY-GDP exchange fluorescence; hit rate 0.14% among 360,000;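 also: potency is read from the fitted curve at half-maximal effect; plate controls were vehicle for no effect and positive control for full effect; nearly all actives have a fitted effect of over 50% in size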
IL2 activator: qHTS of IL-2 Activators | IL-2 activation reporter assay, cell-based qHTS; stimulated with anti-CD3/CD4/CD28 beads; in transgenic mouse T cells | activation, % (series mostly up to about 46 µM) | hit rate 0.065% among 360,000 | AID 652025, 2013; in the data active = activation above about 50%; inconclusive = mostly about 30% to 49%; also: 0% is about no effect
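Unstimulated transgenic mouse T cells, 750 per well, received compound and, after 60 minutes, anti-CD3/anti-CD4 bead plus anti-CD28 stimulation. EGFP and DsRed were quantified after 18 hours.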
EPAC2 agonist: qHTS for Agonist of cAMP-regulated guanine nucleotide exchange factor 4 (EPAC2): primary screen. hit rate 0.079% among 360,000. Potency, µM (highest dose often 154 µM), for inactives: top-dose activation, hits mostly activators. EPAC2 activation, biochemical qHTS; response scale: 100% = 6.5 mM cAMP response. Rap guanine nucleotide exchange factor 4 (Homo sapiens), Q8WZA2. AID 720711, 2013; also: potency is read from the fitted curve at half-maximal effect; nearly all actives have a fitted effect of over 50% in size
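EPAC2 (100 nM) mixed with Rap1B loaded with BODIPY-GDP (250 nM) plus 50 uM unlabeled GDP; compounds pinned in, 5 min RT, then read every 5 min for 30 min (ex 480, em 540 nm). Normalized to cAMP control.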
EPAC1 agonist: qHTS for Agonist of cAMP-regulated guanine nucleotide exchange factor 3 (EPAC1): primary screen; Rap guanine nucleotide exchange factor 3 (Homo sapiens), O95398; EPAC1 agonist qHTS, biochemical assay; response scale: 100% = response to 6.5 mM cAMP; Potency, µM (doses to about 154 µM), for inactives: at the top dose activation, usual class: activators; hit rate 0.073% among 360,000; AID 720707, 2013; also: potency is read from the fitted curve at half-maximal effect; nearly all actives have a fitted effect of over 60% in size
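Fluorescent GDP-exchange assay: 100 nM EPAC1 with 250 nM Rap1B preloaded with BODIPY-GDP and 50 uM GDP; compounds tested as concentration series, 5 min at room temperature, then read every 5 min for 30 min (ex 480/em 540 nm); normalized to 6.5 mM cAMP.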
PI5P4Ka inh: qHTS for Inhibitors of phosphatidylinositol 5-phosphate 4-kinase (PI5P4K); Phosphatidylinositol 5-phosphate 4-kinase type-2 alpha (Homo sapiens), P48426; PI5P4Kalpha enzyme, ADP-Glo luminescence, 60 min; hits give low values; max response, %; hit rate 1.2% among 330,000; active = max response of -50% or lower; inconclusive = between -30% and -50%; inactive = -30% or higher; also: value at the top dose of about 77 µM; % is scaled to controls: 0 for no effect and ±100 for the full control effect
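ADP-Glo luminescence end-point after a 60 min room-temperature kinase reaction. PI5P4Kalpha and substrate in HEPES pH 7.4 buffer with EGTA, 0.1% CHAPS and 5% DMSO; ATP at 5 microM final.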
PLK1 PBD block: qHTS for Inhibitors of PLK1-PDB (polo-like kinase 1 - polo-box domain): Primary Screen; Serine/threonine-protein kinase PLK1 (Homo sapiens), P53350; hit rate 2.8% among 360,000; AID 720504, 2013; Plk1 PBD binding of FITC phosphopeptide, fluorescence polarization; Potency, µM, inactives show max response, negative = inhibition, hits mostly inhibitors; also: potency is read from the fitted curve at half-maximal effect; series mostly up to about 57 µM; % is scaled to controls: 0 for no effect and ±100 for the full control effect; nearly all actives have a fitted effect of over 65% in size
WRN inhibitor: qHTS for Inhibitors of WRN Helicase; WRN helicase unwinding, fluorescent forked duplex, kinetic; Bifunctional 3'-5' exonuclease/ATP-dependent helicase WRN (Homo sapiens), Q14191; hit rate 0.46% among 360,000; AID 651768, 2012; Potency, µM (series often up to 114 µM), for inactives: at the highest dose activity change, negative = inhibition, hits mostly inhibitors; also: potency is read from the fitted curve at half-maximal effect; % is scaled to controls: 0 for no effect and ±100 for the full control effect; nearly all actives have a fitted effect of over 55% in size
Target sequence (Q14191 whole entry, looked up): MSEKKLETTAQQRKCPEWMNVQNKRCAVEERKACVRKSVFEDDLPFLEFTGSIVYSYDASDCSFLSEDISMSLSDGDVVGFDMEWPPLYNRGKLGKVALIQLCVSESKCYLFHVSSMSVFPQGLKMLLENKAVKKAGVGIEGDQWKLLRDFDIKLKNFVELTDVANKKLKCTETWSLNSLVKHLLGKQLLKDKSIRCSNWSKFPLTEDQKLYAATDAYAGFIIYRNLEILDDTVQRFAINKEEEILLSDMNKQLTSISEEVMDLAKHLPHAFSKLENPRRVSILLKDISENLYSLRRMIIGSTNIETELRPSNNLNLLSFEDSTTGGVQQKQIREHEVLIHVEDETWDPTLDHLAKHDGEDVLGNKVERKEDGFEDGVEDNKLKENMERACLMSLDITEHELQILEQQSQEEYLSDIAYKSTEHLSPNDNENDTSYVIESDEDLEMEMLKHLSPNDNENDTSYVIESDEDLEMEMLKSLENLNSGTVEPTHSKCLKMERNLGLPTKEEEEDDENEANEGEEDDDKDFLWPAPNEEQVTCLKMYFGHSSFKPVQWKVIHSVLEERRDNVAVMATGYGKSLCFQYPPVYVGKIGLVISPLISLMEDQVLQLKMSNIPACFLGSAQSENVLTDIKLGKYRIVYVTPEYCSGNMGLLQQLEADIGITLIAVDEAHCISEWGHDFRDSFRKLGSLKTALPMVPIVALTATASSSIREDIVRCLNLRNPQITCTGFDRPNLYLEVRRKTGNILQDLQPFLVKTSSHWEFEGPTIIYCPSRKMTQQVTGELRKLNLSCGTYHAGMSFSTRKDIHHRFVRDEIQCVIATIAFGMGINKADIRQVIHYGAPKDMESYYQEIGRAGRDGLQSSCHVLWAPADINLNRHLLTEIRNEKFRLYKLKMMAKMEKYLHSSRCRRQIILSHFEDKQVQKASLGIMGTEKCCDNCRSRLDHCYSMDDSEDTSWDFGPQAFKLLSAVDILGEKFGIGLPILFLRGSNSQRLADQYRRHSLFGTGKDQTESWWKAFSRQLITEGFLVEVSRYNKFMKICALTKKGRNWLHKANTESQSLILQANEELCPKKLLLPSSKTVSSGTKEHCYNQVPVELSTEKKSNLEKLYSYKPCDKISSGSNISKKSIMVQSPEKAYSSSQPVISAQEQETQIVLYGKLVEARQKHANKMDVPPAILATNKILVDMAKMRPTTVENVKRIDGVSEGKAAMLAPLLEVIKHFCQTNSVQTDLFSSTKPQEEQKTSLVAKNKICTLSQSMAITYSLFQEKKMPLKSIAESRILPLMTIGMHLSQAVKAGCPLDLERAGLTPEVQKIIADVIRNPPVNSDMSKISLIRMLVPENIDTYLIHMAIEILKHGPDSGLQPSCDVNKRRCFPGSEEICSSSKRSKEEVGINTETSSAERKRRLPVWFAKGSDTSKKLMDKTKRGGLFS
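Enzyme (20 nM final) and test compound sit together 15 min at room temperature before substrate addition. Substrate is a single-forked duplex oligonucleotide (100 nM) labelled with fluorophore and quencher, with 2 mM ATP; helicase unwinding raises red fluorescence, read kinetically.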
* = called active by the depositor; ? = inconclusive; nt = no result given; & = joins results of further samples; [ ] = dose if it differs, or a comment. Unless noted, calls follow the shape of the dose curve; as a rule, active = well fitted curve in the direction sought with a large enough effect; inconclusive = small, poorly fitted or top-dose-only effect, or another doubt; inactive = no such curve, though single readings can be large; an effect the other way counts as inactive or inconclusive.

1	CCOC(=O)c1cc(-c2ccccc2)nn1CCC#N
2	O=C(Nc1cccc(C(F)(F)F)c1)C1CCN(S(=O)(=O)c2ccc(N3CCCC3=O)cc2)CC1
3	CCOC(=O)c1cccc(C(=O)OCC)n1
4	Cc1cccc(NC(=O)C2CCCN2C(=O)Oc2ccccc2)c1 (stereo unspecified)
5	O=C(c1ccccc1)c1ccc2nc(-c3ccc(NC(=O)c4ccccc4F)cc3)[nH]c2c1
6	CC(Oc1ccc(Cl)cc1Cl)c1nc(-c2ccc(NC(=O)c3ccco3)cc2)no1 (stereo unspecified)
7	CC(C)OC1=CC(=O)OC(c2cccc(Cl)c2)C1 (stereo unspecified)
8	O=C(c1cnc(N2CCN(c3ncccn3)CC2)c2ccccc12)N1CCN(c2ncccn2)CC1

assay / compound,1,2,3,4,5,6,7,8
CCT modulator,-2.9,0.2,-2.2,-0.1,-27,1.1,nt,1.0
EPAC1 antag,5%,?,13%,-10%,-13%,-4%,5%,18%
IL2 activator,-1.7,-5.9,-2.6,0.0,-0.4,-4.1,0.1,-1.0
EPAC2 agonist,-2%,-3%,0%,-2%,3%,19%,3%,-3%
EPAC1 agonist,-3%,-16%,0%,7%,-10%,5%,-14%,-5%
PI5P4Ka inh,0,9,-7,nt,-4,6,-4,5
PLK1 PBD block,-6%,4%,-1%,-10%,-2%,3%,-1%,1%
WRN inhibitor,-6%,-9%,8%[57.1 µM],-11%,-4%,7%,9%,-13%

9	O=C(Cn1ccc2cc(S(=O)(=O)N3CCCC3)ccc21)NCc1ccco1
10	c1ccc2sc(NC3=NCN(CC4CCCO4)CN3)nc2c1 (stereo unspecified)
11	Cc1ccc2c(c1)cc(CN(Cc1ccco1)S(=O)(=O)c1ccccc1)c1nnnn12
12	CC[C@]12c3[nH]c4ccc(Cl)cc4c3CCN1C(=O)[C@@H](CC(=O)NCCc1ccccn1)C[C@@H]2C(=O)N1CCN(C(=O)C2CC2)CC1
13	CCN(CC)c1ccc(/C=N/NC(=O)c2cccc(S(=O)(=O)Nc3ccccc3OC)c2)c(O)c1
14	CC(C)NC(=O)c1cc2n(n1)C(C(F)(F)F)CC(c1ccco1)N2 (stereo unspecified)
15	Cc1ccc2cc(CCNC(=O)C(=O)c3c[nH]c4ccccc34)c(=O)[nH]c2c1
16	COC(=O)CCCC(=O)N1CCCC(CCC(=O)NCc2ccc(F)c(F)c2)C1 (stereo unspecified)

assay / compound,9,10,11,12,13,14,15,16
CCT modulator,2.1,-1.5,0.7,-0.8,0.5,0.1,-1.5,1.8
EPAC1 antag,-1%,4%,10%,-18%,-23%,-17%,-6%,9%
IL2 activator,-0.8,3.1,-2.9,-0.5,-3.5,-0.1,0.6,1.7
EPAC2 agonist,7%,-3%,2%,-5%,3%,0%,-1%,5%
EPAC1 agonist,12%,8%,-4%,-16%,22%,-11%,-5%,-2%
PI5P4Ka inh,5,8,2,2,-10,0,5,2
PLK1 PBD block,?,-5%,0%,-1%,20%,-8%,-3%,-3%
WRN inhibitor,-3%,-5%,11%,2%,-7%,-6%,-18%[57.1 µM],4%

17	CCS(=O)(=O)N1Cc2ccccc2CC1C(=O)Nc1nc2ccc(C)cc2s1 (stereo unspecified)
18	COc1ccc(C2c3[nH]c4ccccc4c3CCN2CCCn2cccn2)c(F)c1 (stereo unspecified)
19	CC(=O)n1nc(-c2cccc(C)c2)nc1SCC(=O)Nc1ccccc1
20	CCN(CC)CCNC(=O)c1ccc(Cl)c(S(=O)(=O)Nc2ccc(Cl)cc2)c1
21	Cc1ccc(S(=O)(=O)C2(C(=O)N(C)C3CCCCC3)CC2)cc1
22	NNC(=O)CNC(c1ccccc1)c1cc(Br)ccc1N (stereo unspecified)
23	C=C(C)COc1ccc(-c2n[nH]c(C)c2Oc2ccccc2OC)c(O)c1
24	COC(=O)c1cc(S(=O)(=O)NCC2CCN(Cc3cccc(Cl)c3)CC2)c[nH]1

assay / compound,17,18,19,20,21,22,23,24
CCT modulator,-1.8,-4.2,-1.5,-2.5&-0.8,-1.2,-1.5,-0.9,1.1
EPAC1 antag,12%,-26%,-17%,4%&-15%,-20%,-2%,-29%,-21%
IL2 activator,-0.2,-0.4,-4.0,1.4&1.8,-2.3,2.0,0.2,1.7
EPAC2 agonist,14%,27%,11%,9%&9%,11%,24%,25%,4%
EPAC1 agonist,21%,12%,15%,4%&-1%,2%,-1%,16%,12%
PI5P4Ka inh,-15,8,-10,-7&-3,nt,5,21,-1
PLK1 PBD block,-9%,-14%,-12%,-2%&-4%,-3%,-14%,-4%,-4%
WRN inhibitor,-2%,-9%,-11%,9%&8%,-5%,4%,-11%,-10%

25	COc1ccc(NC(=O)C2C3C=CC4(O3)C2C(=O)N(CCN2CCCCC2C)C4C(=O)NC2CCCCC2)cc1 (stereo unspecified)
26	COc1ccc(CCN(C)C(=S)NC(=O)c2ccc(F)cc2Cl)cc1OC
27	COCCN1CCN(C(=O)c2cc(COc3cc(C)ccc3C)on2)CC1
28	COc1ccc(S(=O)(=O)N2CCN(CC(O)CN3CCOCC3)CC2)cc1 (stereo unspecified)
29	O=C(Nc1cccc(/C=C/c2ccccn2)c1)c1ccc(-n2cncn2)c([N+](=O)[O-])c1
30	O=C(Cc1ccccc1)Nc1ccc(SC(F)F)cc1
31	Cc1ccccc1NC(=O)COC(=O)c1cccc(S(=O)(=O)N2CCCCC2)c1
32	Nc1c(-c2cccs2)cnc2c(-c3ccc(F)cc3)cnn12

assay / compound,25,26,27,28,29,30,31,32
CCT modulator,0.4,-1.2,0.1,-0.4,5.2,-2.4,2.1,1.3
EPAC1 antag,6%,6%,-5%,-4%,-5%,?,-6%,-9%
IL2 activator,0.5,-3.6,0.3,-0.3,-1.2,-1.6,-0.4,0.8
EPAC2 agonist,6%,2%,8%,9%,5%,2%,-4%,3%
EPAC1 agonist,9%,1%,5%,16%,?,-8%,-3%,9%
PI5P4Ka inh,-10,-3,3,2,-6,0,1,0
PLK1 PBD block,6%,-4%,-2%,-4%,1%,-5%,-10%,-2%
WRN inhibitor,2%,-24%,-2%,-4%,-7%,0%,0%,5%

33	Cc1ccc(Cn2ccc(NC(=O)c3cc(-c4cccc(Cl)c4)on3)n2)cc1
34	Cc1ccc(NC(=O)Cn2nc(C(=O)O)c3ccccc3c2=O)cc1S(=O)(=O)N1CCOCC1
35	CCOC(=O)c1c(-c2ccccc2)oc2ccc(OCC(N)=O)cc12
36	Clc1ccc(Oc2nc3ccccc3n3cccc23)cc1
37	O=C(Oc1cccc2c(O)cccc12)c1ccccc1Cl
38	COc1ccc(-c2nnc(SC(C)C(=O)NCc3ccc4c(c3)OCO4)n2Cc2ccco2)cc1 (stereo unspecified)
39	Cc1ccc2nc(C)c3c(c2c1)OC(C(C)(Cl)Br)C3 (stereo unspecified)
40	COc1ccc(CNc2cccc3[nH]c(C(F)(F)F)nc23)cc1OC

assay / compound,33,34,35,36,37,38,39,40
CCT modulator,0.9,0.3,1.1,-1.7,0.3,-2.7,-0.8,0.0
EPAC1 antag,2%,-14%,5%,16%,-13%,0%,-26%,1%
IL2 activator,1.7,2.4,-0.2,0.0,-1.9,-0.7,-5.6,1.5
EPAC2 agonist,-2%,2%,-9%,3%,10%,?,13%,4%
EPAC1 agonist,8%,4%,0%,-3%,11%,-6%,4%,-12%
PI5P4Ka inh,12,-4,6,-3,-10,-13,1,2
PLK1 PBD block,4%,4%,6%,3%,-2%,-5%,-6%,4%
WRN inhibitor,-1%,4%,0%,6%,-6%[57.1 µM],2%,-34%,-9%

Three compounds already listed, arranged by formula weight, rising.
26	COc1ccc(CCN(C)C(=S)NC(=O)c2ccc(F)cc2Cl)cc1OC
5	O=C(c1ccccc1)c1ccc2nc(-c3ccc(NC(=O)c4ccccc4F)cc3)[nH]c2c1
6	CC(Oc1ccc(Cl)cc1Cl)c1nc(-c2ccc(NC(=O)c3ccco3)cc2)no1 (stereo unspecified)

assay / compound,26,5,6
CCT modulator,-1.2,-27,1.1
EPAC1 antag,6%,-13%,-4%
IL2 activator,-3.6,-0.4,-4.1
EPAC2 agonist,2%,3%,19%
EPAC1 agonist,1%,-10%,5%
PI5P4Ka inh,-3,-4,6
PLK1 PBD block,-4%,-2%,3%
WRN inhibitor,-24%,-4%,7%

Other structures:
41	O=C1c2ccc(-c3ccc(F)cc3OCc3ccccc3)cc2S(=O)(=O)c2cccc(C(=O)N3CCN(c4ncc(Cl)cc4Cl)CC3)c21
42	CCOC(=O)C1Cn2c(nc3c(c2=O)C(C)(CC)Cc2ccccc2-3)S1 (stereo unspecified)
43	OCCN1CCN(C(=S)NC2CCCC2)CC1
44	CCC(C(=O)O/N=C(\N)c1cccc(C)c1)c1ccccc1 (stereo unspecified)
45	O=C(NC1CC1)C1CCN(C2CCN(C(=O)c3ccc4cccc(F)c4n3)CC2)CC1
46	CCCN(CC(=O)Nc1ccc(F)c(F)c1F)C(=O)c1cc([N+](=O)[O-])ccc1N1CCOCC1
47	O=C(Nc1ccc(Nc2ccccc2)cc1)c1ccc(Br)cc1
48	CN1CCC(N2CCN(C3CN(CCc4ccccc4)S(=O)(=O)C3)CC2)CC1 (stereo unspecified)

assay / compound,41,42,43,44,45,46,47,48
CCT modulator,-3.6,-2.4,0.5,-4.7,-6.1,-4.2,-0.1,-1.3
EPAC1 antag,1%,-9%,?,1%,-3%,-2%,-2%,3%
IL2 activator,-0.2,-3.2,-1.9,-3.0,-0.2,-2.1,-0.3,0.1
EPAC2 agonist,8%,11%,6%,5%,-1%,-2%,-1%,12%
EPAC1 agonist,-3%,14%,5%,5%,-1%,3%,3%,-1%
PI5P4Ka inh,-29,11,-9,14,-6,11,-6,-4
PLK1 PBD block,-16%,-2%,-15%,-4%,9%,-2%,-3%,-15%
WRN inhibitor,2%,-19%,3%,0%,10%,-2%,-3%,5%

This is a subset; rates above refer to the full screens.
